Source: PubChem BioAssay (several laboratories)
K1F lysis inhibition: protection from phage-mediated lysis, alamar blue read-out – E. coli UTI89, K1F phage, bacterial capsule biogenesis inhibitors (AID 488966); E. coli UTI89 K1F phage lysis, alamar blue, 2 h; higher % means a stronger effect; one-dose inhibition, % at 100 µM; IC50 in µM for titrated hits; 340,000 tested, 0.02% active;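 active = phage lysis inhibition, versus mean bacterial control, above a set limit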;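 note: capsule biogenesis inhibitors block K1F phage lysis so surviving cells raise fluorescence; higher fluorescence means more inhibition of phage lysis; actives were called in the ten point dose series up to 300 µM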
ER stress rescue: protection against thapsigargin-triggered cell killing – 384-well, CSM14.1, ATP luminescence, primary screen (AID 1222) | CSM14.1 thapsigargin-induced death rescue, ATP luminescence; higher % means a stronger effect | one-dose cellular ATP content (survival), % at 20 µM; EC50 in µM for titrated hits | 190,000 tested, under 10 active;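 active = EC50 below 50 µM in the dose-response confirmation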;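 note: death triggered by thapsigargin at about 15 µM added after 2 h compound pretreatment; cell ATP read after overnight thapsigargin exposure of roughly 18 to 22 hours; normalized against plate controls of thapsigargin alone and 5% DMSO vehicle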
human PMI inhibition: inhibitors of human PMI, primary screen, biochemical, fluorescence intensity, coupled assay (AID 1209); one-dose inhibition, % at 20 µM; IC50 in µM for titrated hits; purified PMI enzyme, coupled fluorescence intensity; higher % means a stronger effect; 190,000 tested, 0.42% active;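 note: plate controls were DMSO vehicle for no effect and wells lacking substrate for full effect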
Hep lipid drop: hepatic lipid droplet formation modulation. AML12 mouse hepatocytes, oleate lipid droplets, BODIPY imaging. inhibition, % at 6.5 µM. 240,000 tested, 0.4% active;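 active = lipid droplet intensity inhibited by at least 50%, with more than 500 cells counted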
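Material: mouse AML12 hepatocyte cell line, fixed after treatment; Timing: compound with oleate, overnight; Technique: high-content imaging of BODIPY-stained droplets and DAPI nuclei; Probe or stimulus: oleate, 100 µM final; Dosing: compound at 6.5 µM only.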
TNAP activators: human TNAP enzyme activators, primary screen, biochemical, luminescent, no phosphate acceptor, uHTS (AID 1001); purified TNAP, luminescent activation assay, no phosphate acceptor; higher activation fold means a stronger effect; activation fold at 20 µM; hits with a dose series show EC50 in µM; 200,000 tested, 0.03% active; in the data active = activation fold from about 3, or a potency from the dose series; inactive = the rest, 99 in 100 with activation fold below about 1.6; note: many of its hits are not listed in these tables
Myeloid diff MLP: compounds promoting myeloid differentiation. ER-HoxA9 myeloid progenitors, lysozyme-GFP differentiation, flow cytometry. calls only at 10 µM. 360,000 tested, 1% active. AID 624256;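 active = normalized GFP-positive differentiation at or above the plate's own cutoff, the solvent-only control mean plus 3 SD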;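 note: cells exposed to compound for four days before flow analysis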
WT yeast gro inh: growth inhibition of WT yeast, mitochondrial fusion screen. mitochondrial fusion phenotypic screen, WT strain. inhibition, % at 10 µM. 190,000 tested, 2.1% active; in the data active = inhibition above about 58%; tested in S. cerevisiae
human PMI inhibitors: human PMI inhibitors, high substrate, primary screen, biochemical, fluorescence intensity, high mannose 6-phosphate (AID 1220) | inhibition, % at 20 µM, or IC50 in µM where a hit was titrated | 190,000 tested, 0.66% active | recombinant PMI enzyme, coupled fluorescence intensity; higher % means a stronger effect
P. falciparum M1AAP: P. falciparum M1AAP inhibitors, biochemical, fluorogenic H-Leu-NHMec substrate, 1536-well (AID 1445); inhibition, % at 30 µM; hits with a dose series show IC50 in µM; recombinant M1AAP, H-Leu-NHMec fluorogenic kinetic assay; higher % means a stronger effect; 220,000 tested, 0.42% active;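 active = primary inhibition above the hit cutoff, then over 50% inhibition at one or more dose response concentrations, cut at about 23% in these data, passing the limit was not always enough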;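 note: plate controls were DMSO full reaction for no effect and no enzyme background for full effect; strong numbers were not always called active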
WT yeast gro inh mutant strain: also measured in WT yeast gro inh; calls as there; inhibition, %; mitochondrial fusion phenotypic screen, mutant strain inhibition
Hep lipid drop cells 6.5 µM: further read-out of Hep lipid drop, marked with its call; cell count; measured here: cell count, cytotoxicity flag;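 cells counted across two imaged fields per well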
Myeloid diff MLP GFP+ MAC1+ %: recorded beside Myeloid diff MLP, whose call it bears; GFP+ MAC1+ double positive, %; measured here: differentiation confirmed by MAC1 staining
The depositor's hits bear a star; i = inactive; x = no result given; + = active, no number; [ ] = another dose, or the depositor's remark. Cut-off read from the data, not from the text of the source, unless noted: active = inhibition above about 50%; inactive = the rest.

| No. | compound | K1F lysis inhibition | ER stress rescue | human PMI inhibition | Hep lipid drop | Hep lipid drop cells 6.5 µM | TNAP activators | Myeloid diff MLP | Myeloid diff MLP GFP+ MAC1+ % | WT yeast gro inh | WT yeast gro inh mutant strain | human PMI inhibitors | P. falciparum M1AAP |
| --- | --- | --- | --- | --- | --- | --- | --- | --- | --- | --- | --- | --- | --- |
| 1 | Cc1nn(-c2nc(-c3ccco3)cc(C(F)(F)F)n2)c(C)c1Cl | -0.3% | 1.0% | 8% | -15 | 689 | 1.1 | i | 0.4 | 13 | 24 | 3% | 3% |
| 2 | O=C(O)CC(NC(=O)C1c2ccccc2Oc2ccccc21)c1ccc(Cl)cc1 (stereo unspecified) | 0.0% | -1.6% | 4% | 6 | 623 | 1.1 | i | 0.3 | 2 | -2 | -4% | 6% |
| 3 | Cc1ccc(S(=O)(=O)Cn2nnnc2C(c2ccccc2)N2CCN(c3ccccc3)CC2)cc1 (stereo unspecified) | -0.1% | -4.9% | 17% | x | x | 1.1 | i | 0.9 | -3 | -27 | 7% | 4% |
| 4 | Cc1ccc(-c2cc(C(=O)O)c3sc(N4CCCCC4)nc3n2)cc1 | 0.9% | -4.0% | -31% | 1 | 698 | 1 | i | 0.3 | -6 | 4 | -38% | 19% |
| 5 | NC(=O)Cc1ccc2c(c1)[nH]c1ccccc12 | 0.6% | x | x | 9 | 730 | x | i | 1.7 | x | x | x | -1% |
| 6 | CS/C(=N\N(C)C(N)=O)c1ccccc1 | 0.2% | -1.3% | -2% | 42 | 734 | 1.1 | i | 0.3 | 21 | -3 | 4% | -2% |
| 7 | CC(=O)c1cccc(NC(=O)NC(C)C2CCCO2)c1 (stereo unspecified) | 1.6% | -2.0% | -3% | -4 | 713 | 1.1 | i | 0.9 | 5 | -8 | -2% | 2% |
| 8 | CCOC(=O)C1(Cc2ccccc2)CCCN(Cc2ccc(OCCO)cc2)C1 (stereo unspecified) | 0.1% | -1.2% | 4% | -17 | 769 | 1 | i | 1.1 | -9 | 0 | 11% | -2% |
| 9 | CC(C)c1nnc(NC(=O)CCS(=O)(=O)c2nc(-c3cccs3)cc(C(F)(F)F)n2)s1 | -0.6% | 0.0% | -2% | x | x | 1.1 | i | 0.8 | -16 | -6 | -7% | 3% |
| 10 | O=C(O)C1CCCCC1C(=O)NC(c1ccccc1)c1ccccc1 (stereo unspecified) | 0.1% | x | x | 9 | 736 | x | i | 0.7 | x | x | x | 7% |
| 11 | O=C(NCc1ccco1)Nc1ccc(Br)cc1 | 2.4% | -0.2% | -4% | x | x | 1.2 | i | 2.0 | -5 | -2 | -3% | 0% |
| 12 | O=C(CN1CCCCCC1)Nc1cccc([N+](=O)[O-])c1 | 0.7% | 0.8% | -7% | 14 | 613 | 1.2 | i | 0.2 | 10 | 3 | -4% | -2% |
| 13 | CCCn1c(=O)c2ccccc2n2c(SCCOc3ccccc3)nnc12 | 0.0% | -0.4% | -3% | x | x | 1 | i | 4.1 | 22 | 15 | 4% | 2% |
| 14 | O=C(NCc1ccc2c(c1)OCO2)c1cccc(Cl)c1 | -0.1% | 2.5% | -11% | x | x | 1 | i | 1.6 | -2 | -16 | -7% | 0% |
| 15 | COc1ccc(S(=O)(=O)n2nc(C)cc2C)c(C)c1C | 1.2%[50 µM] | 3.9% | 12% | -29 | 715 | 1 | i | 8.0 | -2 | 6 | 9% | 6% |
| 16 | O=c1[nH]cnc2scc(-c3ccc(-c4ccccc4)cc3)c12 | 0.1% | -0.2% | -5% | -31 | 684 | 1 | i | 0.9 | -15 | -4 | 1% | 1% |
| 17 | CCn1c(SCc2ccc([N+](=O)[O-])cc2)nnc1C(C)NC(=O)c1ccc(C)cc1 (stereo unspecified) | 2.9% | 1.5% | 2% | 9 | 633 | 1.1 | i | 0.9 | 6 | 19 | -6% | 1% |
| 18 | COc1ccc(-c2nc(-c3ccc(Br)o3)no2)cc1 | 0.4% | -2.7% | 1% | x | x | 1.1 | i | 2.9 | -1 | -7 | 1% | -10% |
| 19 | CC[n+]1ccc(C[n+]2ccccc2)c2ccccc21 | 2.1% | 4.1% | 97%* | 2 | 647 | 0.9 | i | 0.7 | -7 | 10 | 97%* | 18% |
| 20 | CCN(c1ccccc1)S(=O)(=O)c1ccc(NCC2COc3ccccc3O2)nc1 (stereo unspecified) | 1.2% | -0.9% | -6% | x | x | 1.1 | i | 1.1 | 46 | 6 | -2% | 6% |
| 21 | Cc1ccc(-c2cc(C(=O)NCc3ccc4c(c3)OCO4)[nH]n2)c(O)c1C | -0.4% | -1.9% | 9% | x | x | 1 | i | 2.3 | 2 | -6 | 2% | 1% |
| 22 | Cc1cccc(CS(=O)(=O)Cc2ccc(C(=O)NCc3cccnc3)o2)c1 | 1.0% | x | 3% | -4 | 697 | 1.1 | i | 0.7 | 7 | 14 | -8% | 7% |
| 23 | Nc1c(C(=O)Nc2ccc(F)cc2)sc(=S)n1-c1ccccc1F | 0.6% | -1.5% | 33% | 12 | 799 | 1.1 | i | 0.6 | 20 | 13 | 5% | 4% |
| 24 | Cc1ccc2[nH]c(=O)c(CN(CCCN3CCOCC3)C(=O)NC3CCCCC3)cc2c1 | 0.2% | -3.0% | 4% | x | x | 1.1 | i | 0.7 | -15 | -14 | 8% | 13% |
| 25 | COc1ccc(NC(C)c2ccccc2)cc1 (stereo unspecified) | -0.7% | -1.7% | 11% | 17 | 774 | 1.1 | i | 0.3 | 7 | 15 | 43% | 1% |
| 26 | CC(C)Sc1n[nH]c(=O)n1-c1ccccc1 | 1.1% | x | x | -4 | 758 | x | i | 0.4 | x | x | x | 4% |
| 27 | O=C(NC(=S)Nc1ccc2c(c1)OCCO2)c1cccc2ccccc12 | 0.0% | -4.5% | 20% | 0 | 758 | 1 | i | 0.1 | 29 | -8 | 21% | 6% |
| 28 | CC(C)CCNC(=O)NC(=O)COC(=O)C1=COCCO1 | 0.0% | -0.1% | -8% | 13 | 693 | 1.1 | i | 1.3 | 16 | 18 | -14% | -8% |
| 29 | Cc1ccc(C)c(-n2nnnc2SCC(=O)Nc2cccc(-c3nnc4n3CCCCC4)c2)c1 | -0.1% | 1.1% | 12% | x | x | 1.2 | i | 1.3 | -4 | 3 | -1% | 4% |
| 30 | CC1CC(=O)C=C(O)C1C(=O)OC(C)(C)C (stereo unspecified) | 0.7% | -0.9% | 11% | -1 | 707 | 1 | i | 1.1 | -12 | -3 | 4% | 0% |
| 31 | C=CCNC(=S)NNC(=O)COc1ccc2cc(Br)ccc2c1 | -0.3% | -0.6% | 2% | 9 | 700 | 1.2 | i | 0.2 | 59* | 14* | -3% | -20% |
| 32 | CCOC(=O)N1CCC(NC(=O)c2cc3c(-c4ccc(OC)c(OC)c4)nn(C)c3s2)CC1 | 6.5% | 0.1% | 23% | 0 | 768 | 1.1 | i | 1.5 | 14 | -11 | 23% | 10% |
| 33 | CC(=O)Cc1nsc(Nc2ccc(Cl)cc2)n1 | 0.1% | 0.9% | -5% | 1 | 708 | 1.1 | i | 0.2 | 9 | -20 | -12% | 3% |
| 34 | O=C(CCl)NNC(=O)c1c(O)c2ccccc2[nH]c1=O | 0.0% | x | x | -1 | 729 | x | + | 0.8* | x | x | x | 16% |
| 35 | O=C1c2cccnc2C(Nc2ccc(Cl)cc2)N1Cc1cccs1 (stereo unspecified) | 0.0% | 0.3% | 5% | 27 | 711 | 1.1 | i | 0.6 | 5 | -25 | 15% | 4% |
| 36 | O=C(Cn1c(-c2ccccc2)noc1=O)NCc1ccccc1 | 4.2% | -0.8% | -1% | x | x | 1.1 | i | 6.1 | -13 | -3 | -2% | 7% |
| 37 | C=CCNC(=O)COc1cc(C)cc(C)c1C | 0.2% | -0.5% | -10% | -12 | 705 | 1 | i | 0.2 | -9 | 7 | -16% | 9% |
| 38 | CCN1CCN(C(=O)C2(NC(=O)Nc3cccc(F)c3)CCCCC2)CC1 | 3.5% | -1.7% | -16% | -2 | 757 | 1.1 | i | 0.7 | -8 | 1 | -17% | 7% |
| 39 | CC(=O)OCC1OC(Nc2cccc(C)c2)C(OC(C)=O)C(OC(C)=O)C1OC(C)=O (stereo unspecified) | 0.5%[50 µM] | -2.8% | 11% | -2 | 620 | 1.1 | i | 0.3 | -13 | 4 | 5% | 1% |
| 40 | C/C(=N/NC(=O)c1ccc(O)cc1)c1cccc([N+](=O)[O-])c1 | 0.3%[50 µM] | -1.1% | 2% | 1 | 661 | 1.1 | i | 0.5 | -15 | -2 | 8% | 7% |
| 41 | Cc1cc(C)n(-c2nc(C)nc(NCc3ccccc3)n2)n1 | 0.9% | 3.7% | 12% | -9 | 770 | 1 | i | 0.8 | 41 | 32 | 8% | 2% |
| 42 | CC1CCCN(CCCNC(=O)C2CC(=O)N(c3ccc(F)c(Cl)c3)C2)C1 (stereo unspecified) | 0.2% | 0.5% | -13% | x | x | 1 | i | 5.6 | 14 | 17 | -9% | 10% |
| 43 | CC(C)c1nc2oc3c(NCc4cccnc4)ncnc3c2c2c1CCC2 | 0.4% | 0.6% | 5% | x | x | 1 | i | 1.0 | 15 | 14 | 4% | 17% |
| 44 | COc1cccc(CNC(=O)Cc2c(C(=O)O)[nH]c3ccccc23)c1 | 4.6% | 4.3% | 0% | -2 | 810 | 1.1 | i | 2.0 | 5 | -9 | -6% | -5% |
